Bioassay records (PubChem)
PAFAH2 inh = PAFAH2 (human) inhibition; Q99487; recombinant PAFAH2, FP-rhodamine activity probe, fluorescence polarization; inhibition, % at 3.39 µM; 340,000 compounds, 0.99% hits;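 active = inhibition above the mean over all tested compounds plus 3 SD, cut at about 30% in these data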;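 note: inhibitors block probe labeling of enzyme so polarization drops; 0% = enzyme with DMSO and 100% = wells lacking PAFAH2 protein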
pPAFAH inh = pPAFAH (human) enzyme inhibition; Q13093; recombinant pPAFAH, FP-rhodamine probe fluorescence polarization; inhibition, % at 3.39 µM; 330,000 compounds, 1.5% hits; AID 463082;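 active = inhibition above the mean inhibition across the screen plus 3 SD, cut at about 25% in these data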;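 note: inhibitors block binding of the rhodamine activity-based probe so polarization drops; 0% = enzyme with DMSO and 100% = wells lacking pPAFAH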
LYPLA1 counter = LYPLA1 (human) inhibition in PME1 counter-screen; O75608; recombinant LYPLA1, FP-Rh probe fluorescence polarization; inhibition, % at 5.9 µM; 320,000 compounds, 0.16% hits; AID 2174;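 active = inhibition above the mean of all tested compounds plus 3 SD, set per campaign, cut at about 14% in these data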;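 note: inhibitors block serine hydrolase probe labeling of LYPLA1 so polarization falls; 0% = enzyme with DMSO and 100% = wells lacking LYPLA1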
Target sequence (O75608 whole entry, looked up): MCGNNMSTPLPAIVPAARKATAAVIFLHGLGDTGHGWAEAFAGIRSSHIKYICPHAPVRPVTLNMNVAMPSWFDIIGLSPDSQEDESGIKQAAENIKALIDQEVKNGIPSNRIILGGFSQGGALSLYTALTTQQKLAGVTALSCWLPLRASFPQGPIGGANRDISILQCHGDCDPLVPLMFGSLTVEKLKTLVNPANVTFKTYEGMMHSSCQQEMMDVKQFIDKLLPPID
Fam108B counter = blocks mouse Fam108B hydrolase in RBBP9 counter-screen | AID 1947 | 300,000 compounds, 0.33% hits | recombinant Fam108B, FP-Rh probe fluorescence polarization | inhibition, % at 9.51 µM;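 active = inhibition above the screen mean inhibition plus 3 SD, computed separately per campaign, cut at about 18% in these data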;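 note: inhibitors lower polarization as less probe binds the enzyme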
PME-1 inh = blocks human protein phosphatase methylesterase 1. inhibition, % at 5.9 µM. recombinant PME-1, FP-Rh probe fluorescence polarization. 320,000 compounds, 0.53% hits;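 active = inhibition above the campaign mean of all compounds plus 3 SD, cut at about 26% in these data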;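 note: competitive labeling of PME-1 active site by serine hydrolase directed probe; 0% = PME-1 with DMSO and 100% = wells lacking PME-1 enzyme; inhibitors block probe labeling so polarization falls and inhibition rises; many of its hits are not listed in these tables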
Target sequence (Q9Y570 whole entry, looked up): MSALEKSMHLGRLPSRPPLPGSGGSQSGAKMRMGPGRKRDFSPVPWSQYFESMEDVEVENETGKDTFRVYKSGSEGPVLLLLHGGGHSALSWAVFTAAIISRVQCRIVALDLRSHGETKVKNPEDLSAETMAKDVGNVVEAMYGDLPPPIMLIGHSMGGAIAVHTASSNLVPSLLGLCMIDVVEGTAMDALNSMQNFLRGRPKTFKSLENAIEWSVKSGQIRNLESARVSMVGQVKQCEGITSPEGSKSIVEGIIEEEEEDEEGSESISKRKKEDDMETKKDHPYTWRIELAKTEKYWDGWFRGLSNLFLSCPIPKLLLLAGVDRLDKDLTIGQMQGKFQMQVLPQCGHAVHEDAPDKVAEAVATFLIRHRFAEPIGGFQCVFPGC
PAFAH1B2 inh = inhibitors of human PAFAH1B2; recombinant PAFAH1B2, FP-rhodamine activity probe, fluorescence polarization; inhibition, % at 3.39 µM; 340,000 compounds, 1.2% hits; AID 492953;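 active = inhibition above the mean of all tested compounds plus 3 SD, cut at about 24% in these data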;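 note: 0% = enzyme with DMSO and 100% = wells lacking PAFAH1B2; many of its hits are not listed in these tables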
PAFAH1B3 inh = blocks human PAF acetylhydrolase 1B catalytic subunit 3; Q15102; recombinant PAFAH1B3, FP-rhodamine probe, fluorescence polarization; inhibition, % at 3.39 µM; 340,000 compounds, 0.28% hits; AID 492972;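 active = inhibition above the screen-wide average of all tested compounds plus 3 SD, cut at about 25% in these data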;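 note: 0% = enzyme with DMSO only and 100% = wells lacking PAFAH1B3 protein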
PAD4 FP inh = PAD4 (human) enzyme inhibition. Q9UM07. recombinant PAD4, RCA probe fluorescence polarization. inhibition, % at 6.36 µM. 330,000 compounds, 0.41% hits. AID 485272;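 active = percent inhibition above a cutoff equal to the mean of all tested compounds plus 3 SD, cut at about 15% in these data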;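 note: 0% = PAD4 with RCA probe and DMSO and 100% = probe without PAD4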
GSTO1 counter = blocks human GSTO1 in RBBP9 counter-screen | P78417 | recombinant GSTO1, activity-based probe fluorescence polarization | inhibition, % at 5.96 µM | 300,000 compounds, 1.1% hits | AID 1974;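 active = inhibition above the campaign mean inhibition plus 3 SD, cut at about 35% in these data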;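 note: 0% = GSTO1-1 with DMSO and 100% = wells lacking GSTO1-1 enzyme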
Target sequence (P78417 whole entry, looked up): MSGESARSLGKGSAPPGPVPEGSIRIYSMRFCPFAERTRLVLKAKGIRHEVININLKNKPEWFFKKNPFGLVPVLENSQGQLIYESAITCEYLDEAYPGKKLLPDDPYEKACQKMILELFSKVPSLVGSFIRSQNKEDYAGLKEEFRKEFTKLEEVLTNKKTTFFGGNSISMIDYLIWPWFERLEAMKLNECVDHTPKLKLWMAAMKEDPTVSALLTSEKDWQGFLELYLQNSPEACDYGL
* marks the source's active call; other numbers are inactive results; / = not tested or not shown; & = joins results of further samples.

structure	PAFAH2 inh	pPAFAH inh	LYPLA1 counter	Fam108B counter	PME-1 inh	PAFAH1B2 inh	PAFAH1B3 inh	PAD4 FP inh	GSTO1 counter
C=CCN1C(=O)C(CC(=O)Nc2ccccc2)S/C1=N/c1nccs1 (stereo not drawn)	-2	6	2	0	5	-5	4	0	-7
CCCCn1c(N)c(N(Cc2ccccc2OC)C(=O)COc2cc(C)ccc2Cl)c(=O)[nH]c1=O	-1	-1	1	2	1	-3	11	4	-26
Cc1nnc(SCC(=O)N2CCN(c3ccccc3)CC2)n1C1CC1	-4	0	-8	/	4	0	-5	1	/
CCCCn1c(N)c(N(CCOC)C(=O)c2cc3c(s2)CCC3)c(=O)[nH]c1=O	8	10	0	1	-4	2	0	1	17
O=c1c2ccccc2c(=O)n(-c2ccccc2)n1CCCCBr	/	-4	2	0	1	/	/	2	3
CCN(CC(=O)Nc1ccc(NC(C)=O)cc1)C(=O)c1cccc(Oc2ccccc2)c1	7	4	0	-1	1	4	5	0	2
CC1CCN(CC(C)OC(=O)c2ccc3c(c2)OCCO3)CC1 (stereo not drawn)	-6	-3	1	-1	1	17	11	-2	2
CCN(CC(=O)Nc1ccccc1C(=O)OC)S(=O)(=O)c1ccccc1	-12	2	0	3	6	1	9	1	3
Cc1csc(=O)n1CCC(=O)OCC(=O)Nc1cc([N+](=O)[O-])ccc1Cl	-1	2	1	10	-2	2	9	-3	8
COC(=O)Cn1c(=NC(=O)C2CC2)sc2c(C)cc(C)cc21	-1	-3	0	4	5	12	5	0	1
COc1ccc(S(=O)(=O)Oc2ccc3ccccc3c2)cc1	2	0	-6	-5	4	7	12	-2	3
O=C(NCc1ccccc1Cl)C1CCN(c2cnccn2)CC1	4	0	6	5	7	0	-1	0	5
COC(=O)c1sccc1OC(C)C(C)=O (stereo not drawn)	-14	-7	-3	-1	-4	2	3	5	10
CCc1ccc(CN(C)C(=O)CC2C(=O)NCCN2Cc2ccoc2)cc1 (stereo not drawn)	0	5	0	4	-4	-4	-10	-6	-11
COCCN1C(=O)C(O)=C(C(=O)c2cccs2)C1c1ccccc1 (stereo not drawn)	-1	-4	-2	-3	-3	-4	5	-5	8
COc1ccc(-c2csc(NC(=O)Cc3ccccc3F)n2)cc1OC	-1	6	-6	-5	10	5	5	4	3
O=C(NCCc1ccccc1)C(=O)NCC(c1ccco1)N1CCOCC1 (stereo not drawn)	0	-5	-3	-5	-6	-1	-3	-3	7
O=C1NC(=O)C(c2ccccc2)(c2ccc(O)cc2)N1 (stereo not drawn)	4	5	-3	/	2	3	2	0	/
CCCCC(C(=O)O)C(C)CC(=O)Nc1nncs1 (stereo not drawn)	-5	4	-2	3	-1	-2	6	-3	2
Cc1cc(-c2nnc(CCC(=O)N(C)C(C)c3cccs3)o2)no1 (stereo not drawn)	0	7	0	3	0	3	0	-2	8
CCCCCCN(C(=O)CCCCCN1C(=O)NC(c2ccc([N+](=O)[O-])cc2)C(C(=O)OCc2ccccc2)=C1C)C(C(=O)NCCCC)c1ccc(OCC(=O)OC)c(C(=O)OC)c1 (stereo not drawn)	/	14	-1	-3	-3	/	/	3	-7
Cc1ccc(-n2c(C)cc(C)c(C#N)c2=O)cc1	3	2	1	-3	1	3	2	-1	8
O=C(N/N=C/C(Cl)=C/c1ccc([N+](=O)[O-])cc1)C(=O)Nc1ccc(C(=O)O)cc1	-3	2	4	0	-6	2	2	-3	-2
Cn1nc(C(=O)NCc2ccccc2)c2ccccc2c1=O	8	-1	2	3	2	3	12	5	1
CCC(Sc1ccc(C(=O)O)cc1)C(=O)O (stereo not drawn)	0	4	0	-1	2	3	5	-5	-7
O=C(Nc1ncn[nH]1)c1cccc(S(=O)(=O)N2CCOCC2)c1	1	0	3	5	-1	3	7	-3	6
O=C(NCC1CCCO1)c1ccccc1-c1nc(-c2ccccc2Cl)no1 (stereo not drawn)	-4	-5	-3	-2	-5	4	0	-5	-5
O=C(CCCO)c1ccc2c(c1)OCCO2	2	5	2	0	0	-2	0	-2	-3
Cc1cc(NS(=O)(=O)c2ccc(NC(=O)Nc3ccc4c(c3)OCO4)cc2)no1	3	7	-1	-2	-4	2	-3	2	8
O=C(NC1C=CS(=O)(=O)C1)c1ccccc1 (stereo not drawn)	-13	2	2	2	8	3	3	-2	4
O=C(Nc1scc(-c2ccc(F)cc2)c1C(=O)O)c1ccco1	3	-5	3	0	-9	5	9	-4	9
CCNC(=O)NC(=O)C(C)OC(=O)c1ccc(SC)cc1OC (stereo not drawn)	1	7	-3	0	-4	-5	2	-3	-3
COc1ccccc1CCNC(=O)CSc1nc(=O)[nH]c2c1CCC2	2	0	0	1	-3	0	3	-3	-3
Cc1ccc(-c2csc(NC(=O)c3ccco3)n2)cc1C	-9	-7	-8	-4	-6	3	-3	0	-15
CCOCCCNC(=O)C(c1ccc(Cl)cc1)N1CCN(C(=O)c2ccco2)CC1 (stereo not drawn)	7	2	-2	-1	-7	8	0	-7	4
CCOc1ccc(NC(=O)c2ccccc2NC(=O)CN2CCN(C(C)=O)CC2)cc1	-12	6	4	1	6	7	4	-2	7
O=C(CSc1nnc2ccc(-c3ccc(F)cc3)nn12)NCC1CCCO1 (stereo not drawn)	5	0	-1	3	0	-2	-5	-4	-4
CCOC(=O)C1CCCN(S(=O)(=O)Cc2ccc(Cl)cc2)C1 (stereo not drawn)	2	7	0	-2	2	4	8	0	0
CCOCCCNC(=O)c1ccc(CS(=O)(=O)Cc2ccccc2F)o1	1	8	0	-3	2	-2	1	0	1
COC(=O)c1[nH]c2cccc(OC)c2c1NC(=O)CN1CC(C)OC(C)C1 (stereo not drawn)	-3	-1	1	-2	-7	6	7	-1	8
Cc1nn(CC(=O)OCC(=O)Nc2ccccc2[N+](=O)[O-])c(C)c1[N+](=O)[O-]	2	-1	2	7	4	5	0	-6	-1
COCCn1c(SCC(=O)Nc2ccccc2F)nnc1-c1ccoc1C	2	1	1	3	0	4	2	3	4
O=C(NCc1ccncc1)c1cc(C(=O)C2CC2)c[nH]1	4	-4	1	-3	-2	0	3	5	1
COc1ccc(CNC(=O)CCC(=O)Nc2nnc(C(C)C)s2)cc1	-1	4	1	1	-2	3	5	-2	7
CC1=C(C(=O)OCc2ccc3c(c2)OCO3)C(c2ccccc2OCc2ccccc2)NC(=O)N1 (stereo not drawn)	-1	-6	-2	0	2	8	-6	-6	-16
O=C(/C=C/c1ccccc1Cl)Nc1ccc(Cl)cn1	-7	4	2	-4	-1	-8	-3	-3	2
COc1ccc(N2CCN(C(=O)c3cc4cc(Cl)ccc4[nH]3)CC2)cc1	1	4	5	8	0	8	1	5	7
Cc1c(NC(=O)Nc2ccccc2)cccc1[N+](=O)[O-]	3	-2	-2	2	-1	-1	6	0	23
O=C(Nc1ncc(C(F)(F)F)cc1Cl)c1ccc(S(=O)(=O)N2CCOCC2)cc1	-4	2	1	2	2	1	4	0	7
NC(=O)CNC(=O)[C@@H]1CC2(CC(c3cccc(Br)c3)=NO2)CN1C(=O)c1ccc(Br)cc1 (stereo partly drawn)	13	9	-2	-3	-1	1	4	5	4
CCOC(=O)/C=C/C(=O)OCC(=O)NC(c1ccccc1)c1ccccc1	-1	3	1	-3	5	0	4	0	-10
COc1ccc(-c2[nH]c(-c3ccc(C)cc3)nc2SCC(=O)NCc2ccco2)cc1OC	2	7	-3	4	6	3	0	1	8
COc1ccc(C)cc1NC(=O)CSc1nnc(-c2ccco2)n1N	0	5	-4	-1	5	4	0	0	-1
COCCN(C(=O)CSc1nc2ccccc2c(=O)n1CC(C)C)c1c(N)n(Cc2ccccc2)c(=O)[nH]c1=O	-3	-1	0	2	4	7	11	-3	-2
CCCN(CC(=O)Nc1cc(Cl)ccc1Cl)C(=O)c1ccc(N2CCCC2=O)cc1	10	4	-1	/	10	6	4	1	/
Cc1cc(C(F)F)n2nc(C(=O)Nc3cccc(C(F)(F)F)c3)nc2n1	2	3	-1	3	0	7	4	-5	-7
Cc1ccc(NC(=O)CCc2nnc(SCC(=O)Nc3ccccc3C)n2C)cc1Cl	8	4	-3	1	-14	-4	-5	-1	6
CN(C)S(=O)(=O)c1ccc(NC(=S)NC(=O)c2cccs2)cc1	/	0	-1	-5	5	/	/	0	3
CSc1nn(CCc2ccncc2)c(=S)s1	-7	5	2	-1	2	2	3	-2	5
c1csc(CNc2ncnc3sccc23)c1	6	3	1	1	-4	5	0	0	4

(listing goes on)
structure	PAFAH2 inh	pPAFAH inh	LYPLA1 counter	Fam108B counter	PME-1 inh	PAFAH1B2 inh	PAFAH1B3 inh	PAD4 FP inh	GSTO1 counter
S=C(c1cn(CCOc2ccccc2)c2ccccc12)N1CCCC1	3	7	-4	-2	1	7	6	-1	9
Cc1cc(C)n(C(C)CC(=O)Nc2ccc3c(c2)OCCO3)n1 (stereo not drawn)	3	-6	-2	-5	-3	3	2	-1	-2
COc1cccc(-c2c(C(=O)N/N=C/c3sccc3C)nnn2-c2nonc2N)c1	2	5	1	1	4	0	5	6	-2
C=CCC(C#Cc1ccccc1)N(C)C (stereo not drawn)	1	-3	1	7	5	3	4	1	-2
CCOC(=O)c1ccc2c(c1)nc(SCC(=O)N1CCOCC1)n2CC	3	2	5	0	3	4	8	3	2
O=C(Nc1ccc(F)cc1)C1CCN(C(=O)c2ccc([N+](=O)[O-])cc2)CC1	-8	-2	2	0	0	-3	6	-4	0
CCOC(=O)N1CCN(S(=O)(=O)CCNC(=O)c2ccc(F)cc2)CC1	-3	-3	-1	-1	-1	-2	0	-2	5
COc1ccc(CNC(=O)Cn2nc(C)c3c(C)n(-c4ccc(C)cc4)nc3c2=O)cc1OC	4	-1	-1	1	-2	0	-2	-4	-1
COc1ccc(CNC(NC(=O)c2ccccc2)(C(F)(F)F)C(F)(F)F)cc1	-11	-4	-3	-2	-1	5	7	-2	1
Cc1ccc([N+](=O)[O-])cc1NC(=S)NC(=O)c1cccs1	-7	3	-3	-1	-2	-1	1	-1	-6
CC(C)(C)c1nn(-c2ccccc2)c2[nH]c(=O)c(CNCc3ccc4c(c3)OCO4)cc12	-1	2	2	2	0	-3	6	0	11
O=C(COC(=O)c1cccc(C(F)(F)F)c1)NCc1ccccc1	5	8	-1	0	0	5	13	3	1
CCOC(=O)N1CCN(C(=S)NC(=O)c2ccc(F)cc2)CC1	/	1	-2	-2	-1	/	/	2	0
COc1ccccc1NC(=O)C(C)OC(=O)c1ccc(-n2cnnn2)cc1 (stereo not drawn)	0	1	1	5	3	5	-1	2	5
COc1ccccc1C(=O)NC(=Nc1nc2ccccc2o1)NC(=O)c1ccccc1OC	0&-14	-22	-15	-22	-26	4&-4	11&-6	-10	-19
Nc1ccccc1Nc1cccc(C(F)(F)F)c1	7	8	1	0	0	0	3	-2	3
CSc1ccc(C(c2c(C(=O)O)[nH]c3ccccc23)c2c(C(=O)O)[nH]c3ccccc23)cc1	27	29*	0	2	0	62*	6	-4	6

These rows are one share of the data. The share of hits here may be higher or lower than overall.
